Bioassay records as filed in PubChem BioAssay.
ATG4B inhibitor: ATG4B (human) cysteine protease inhibition | Q9Y4P1 | ATG4B cleavage of LC3-PLA2, NBD-HPC fluorescence, 1 h | inhibition, % at 8.33 µM | hit rate 0.51% among 340,000 | AID 504462; in the data active = inhibition above about 40%
Target sequence (Q9Y4P1 whole entry, looked up): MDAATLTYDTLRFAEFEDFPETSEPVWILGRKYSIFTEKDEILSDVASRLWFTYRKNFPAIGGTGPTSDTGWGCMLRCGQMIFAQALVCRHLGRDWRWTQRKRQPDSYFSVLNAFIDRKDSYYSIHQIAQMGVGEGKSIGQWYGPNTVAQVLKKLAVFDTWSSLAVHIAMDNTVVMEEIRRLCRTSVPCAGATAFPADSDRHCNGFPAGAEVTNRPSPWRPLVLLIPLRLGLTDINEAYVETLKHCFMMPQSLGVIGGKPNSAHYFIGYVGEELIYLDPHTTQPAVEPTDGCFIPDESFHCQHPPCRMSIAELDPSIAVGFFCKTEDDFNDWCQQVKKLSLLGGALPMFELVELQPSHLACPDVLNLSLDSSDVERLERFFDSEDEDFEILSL
MPTP block: blocks calcium-induced mitochondrial swelling. isolated mouse mitochondria, Ca2+ swelling absorbance, 30 min. inhibition, % at 10 µM. hit rate 1.4% among 360,000;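 active = inhibition of 50% or more, scaled per plate between neutral and stimulator controls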;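 also: 0% = DMSO wells given calcium and 100% = 1 mM EGTA wells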
hIAP act: human IAP activation; purified human IAP, CDP-Star luminescence, 30 min; active compounds read high; 1 = vehicle-only enzyme, 0 = enzyme-free background; AID 2524; hit rate 0.16% among 330,000; activation factor at 10 µM; P09923;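 active = activation factor of the enzyme at least 2-fold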; also: the source names both 10 and 20 µM as test concentration; values of inactives mirror those of a sister screen read the other way
mIAP activ: increases mouse intestinal alkaline phosphatase activity. hit rate 0.24% among 330,000. AID 2805. activation factor at 10 µM. muIAP, CDP-Star luminescence, 30 min; active compounds read high; 1 = vehicle-only enzyme signal, 0 = enzyme-free wells;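 active = activation factor of at least 2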; also: the source names both 10 and 20 µM as test concentration; values of inactives mirror those of a sister screen read the other way
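Assay system: mouse IAP enzyme; Reagent: CDP-Star chemiluminescent phosphatase substrate; Compound: DMSO-dissolved test compounds; Incubation: 30 min, room temperature; Technique: luminescence from enzymatic CDP-Star hydrolysis; Controls: DMSO-only wells and no-enzyme negative control.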
mIAP inh: mouse IAP inhibition; purified mouse IAP, CDP-Star luminescence, 30 min; inhibition, % at 10 µM; hit rate 0.2% among 330,000;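 active = inhibition of at least 40% at 10 µM in the primary screen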;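 also: plate controls were DMSO with enzyme for no effect and no enzyme wells for full effect; values of inactives mirror those of a sister screen read the other way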
A3G deaminase: blocks human APOBEC3G single-stranded DNA deamination; Q9HC16; inhibition, % at 20 µM; hit rate 0.28% among 330,000; recombinant A3G, ssDNA deamination FAM/TAMRA fluorescence;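 active = inhibition of at least 40% at 20 µM, with no more than 30% in the related APOBEC3A deaminase screen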;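 also: plate controls were DMSO wells with A3G for no effect and wells lacking A3G enzyme for full effect; some compounds called inactive have numbers as strong as hits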
Target sequence (Q9HC16 whole entry, looked up): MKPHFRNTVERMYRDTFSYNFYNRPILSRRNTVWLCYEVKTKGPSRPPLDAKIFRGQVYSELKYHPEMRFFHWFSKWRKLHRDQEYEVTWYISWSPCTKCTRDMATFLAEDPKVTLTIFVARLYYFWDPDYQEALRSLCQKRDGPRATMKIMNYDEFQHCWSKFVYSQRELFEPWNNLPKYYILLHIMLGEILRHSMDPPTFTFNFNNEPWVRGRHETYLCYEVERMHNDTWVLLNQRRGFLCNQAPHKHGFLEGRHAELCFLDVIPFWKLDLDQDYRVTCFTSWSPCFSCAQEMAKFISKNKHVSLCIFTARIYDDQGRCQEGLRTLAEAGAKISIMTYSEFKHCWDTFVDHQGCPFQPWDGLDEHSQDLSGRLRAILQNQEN
beta cell repl: MIN6 beta-cell proliferation induction; MIN6 cells proliferation, ATPlite luminescence, 48 h; cells starved in 0.2% serum; 100% = growth in 10% serum; proliferation, % at 10 µM; hit rate 0.29% among 330,000;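 active = compounds whose signal lies at least 3.5 SD above the mean of all wells on their plate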;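 also: 0% = DMSO-treated cells in low-serum medium and 100% = 10% serum control; some compounds called inactive have numbers as strong as hits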
hIAP inh: blocks human intestinal alkaline phosphatase; P09923; purified IAP, CDP-Star luminescence, 30 min; inhibition, % at 10 µM; hit rate 0.12% among 330,000; AID 2544;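 active = inhibition reaching a set limit with compound at 10 µM in the primary screen, cut at about 35% in these data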;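 also: plate controls were DMSO wells with enzyme for no effect and no-enzyme buffer wells for full effect; values of inactives mirror those of a sister screen read the other way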
APOBEC3A inh: inhibitors of human APOBEC3A DNA deaminase | P31941 | hit rate 0.41% among 330,000 | AID 493011 | inhibition, % at 20 µM | recombinant A3A, FAM/TAMRA ssDNA deamination fluorescence;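 active = at least 40% inhibition at 20 µM here, with at most 30% in a related deaminase screen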;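 also: plate controls were A3A with DMSO for no effect and wells lacking A3A enzyme for full effect; some results filed as inactive read as strong as hits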
Target sequence (P31941 whole entry, looked up): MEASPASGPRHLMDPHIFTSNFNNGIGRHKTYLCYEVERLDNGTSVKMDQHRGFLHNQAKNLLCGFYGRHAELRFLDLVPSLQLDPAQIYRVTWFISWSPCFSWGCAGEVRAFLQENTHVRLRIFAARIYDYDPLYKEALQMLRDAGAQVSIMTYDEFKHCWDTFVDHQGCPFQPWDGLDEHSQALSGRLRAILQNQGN
* = called active by the depositor.

Cc1ccccc1NC(NC(=O)c1cccs1)C(Cl)(Cl)Cl (centres undefined) was read as ATG4B inhibitor -1, MPTP block 3.5, hIAP act 0.85, mIAP activ 1, mIAP inh -3, A3G deaminase -4, beta cell repl -2, hIAP inh 15 and APOBEC3A inh -3.
`O=C(CCC(=O)N(CC(=O)NC1CCCCC1)c1ccc(F)cc1)Nc1ccccn1` gave ATG4B inhibitor -4, MPTP block -0.5, hIAP act 0.87, mIAP activ 0.99, mIAP inh 1, A3G deaminase -3, beta cell repl 1, hIAP inh 13 and APOBEC3A inh -4.
Screening CN1CCN(NC(=O)c2cc(-c3ccccn3)nc3ccccc23)CC1 returned ATG4B inhibitor -11, MPTP block -0.3, hIAP act 0.92, mIAP activ 0.99, mIAP inh 1, A3G deaminase -1, beta cell repl 0, hIAP inh 8 and APOBEC3A inh 2.
For CC(=O)C1=C(O)C(=O)OC1c1ccc(Cl)cc1 (centres undefined) the results were ATG4B inhibitor 4, MPTP block 0.2, hIAP act 0.91, mIAP activ 0.9, mIAP inh 10, A3G deaminase -1, beta cell repl -1, hIAP inh 9 and APOBEC3A inh 0.
Screening CCOc1ccc(S(=O)(=O)Nc2cccc(C(=O)N3CCN(c4cccc(OC)c4)CC3)c2)cc1 returned ATG4B inhibitor -20, MPTP block -1.3, hIAP act 0.99, mIAP activ 0.97, mIAP inh 3, A3G deaminase -8, beta cell repl 0, hIAP inh 0 and APOBEC3A inh 2.
`Cc1cc(=O)[nH]c(SCC(=O)N2CCCC(C)C2)n1` (centres undefined) gave ATG4B inhibitor -13, MPTP block -1.1, hIAP act 0.97, mIAP activ 1, mIAP inh -2, A3G deaminase -9, beta cell repl 1, hIAP inh 3 and APOBEC3A inh 0.
Screening CSc1cc(-c2ccc(Cl)cc2)n(Cc2ccccc2)c(=O)c1C#N returned ATG4B inhibitor 3, MPTP block 6.7, hIAP act 0.98, mIAP activ 0.98, mIAP inh 2, A3G deaminase -8, beta cell repl -4, hIAP inh 2 and APOBEC3A inh -3.
For COCCc1nc2ccc(C(=O)N3CCCCC3COC)cc2o1 (centres undefined) the results were ATG4B inhibitor -5, MPTP block 1.2, hIAP act 1.1, mIAP activ 1, mIAP inh -5, A3G deaminase -1, beta cell repl -1, hIAP inh -10 and APOBEC3A inh 1.
Screening CC(=O)Nc1ccc(Nc2cc(C)nc3c(-c4ccc(Cl)cc4)c(C)nn23)cc1 returned ATG4B inhibitor 18, MPTP block 0.5, hIAP act 1.1, mIAP activ 1, mIAP inh -1, A3G deaminase -7, beta cell repl -4, hIAP inh -11 and APOBEC3A inh -1.
For Cc1cccc(-c2noc(CSc3ccccc3)n2)c1 the results were ATG4B inhibitor 7, MPTP block 16, hIAP act 1.5, mIAP activ 0.78, mIAP inh 22, A3G deaminase 0, beta cell repl -2, hIAP inh -48 and APOBEC3A inh 1.
`CCOc1ccc(-n2cc(C(=O)N3CCN(C)CC3)c3cc(OC)c(OC)cc3c2=O)cc1` gave ATG4B inhibitor -17, MPTP block -0.1, hIAP act 1.1, mIAP activ 1, mIAP inh -3, A3G deaminase -5, beta cell repl 0, hIAP inh -15 and APOBEC3A inh -2.
For COc1ccc(C(=O)CNc2cccc(F)c2)cc1 the results were ATG4B inhibitor 1, MPTP block 1.3, hIAP act 1.1, mIAP activ 1.1, mIAP inh -7, A3G deaminase -5, beta cell repl 0, hIAP inh -6 and APOBEC3A inh -3.
Screening O=C(c1cc(Br)ccc1Cl)N1CCN(c2ncccn2)CC1 returned ATG4B inhibitor 3, MPTP block 0.4, hIAP act 1.1, mIAP activ 0.95, mIAP inh 5, A3G deaminase -6, beta cell repl -5, hIAP inh -12 and APOBEC3A inh 2.
CCCCn1nc(C(=O)NCC(c2cccs2)N2CCOCC2)c2ccccc2c1=O (centres undefined) was read as ATG4B inhibitor -1, MPTP block 1.8, hIAP act 0.93, mIAP activ 0.94, mIAP inh 6, A3G deaminase -11, beta cell repl -7, hIAP inh 7 and APOBEC3A inh -5.
COC(=O)Cc1cc(=O)oc2cc(OC)ccc12 was read as ATG4B inhibitor -1, MPTP block -2.3, hIAP act 1, mIAP activ 1, mIAP inh 0, A3G deaminase -3, beta cell repl -3, hIAP inh -2 and APOBEC3A inh 2.
Screening COc1ccccc1C(=O)C1CCCN(C(=O)c2ccc(C(C)=O)s2)C1 (centres undefined) returned ATG4B inhibitor -5, MPTP block -0.1, hIAP act 0.92, mIAP activ 0.92, mIAP inh 8, A3G deaminase -9, beta cell repl 0, hIAP inh 8 and APOBEC3A inh -5.
`O=C(O)COc1ccc(-c2nc(-c3ccccc3)c(-c3ccccc3)[nH]2)cc1` gave ATG4B inhibitor 48*, MPTP block -2.8, hIAP act 0.89, mIAP activ 0.95, mIAP inh 5, A3G deaminase -10, beta cell repl -2, hIAP inh 11 and APOBEC3A inh -4.
`COc1ccc(Cl)cc1NC(=O)NCCN1CCNC1=O` gave ATG4B inhibitor -7, MPTP block -0.3, hIAP act 1.1, mIAP activ 1, mIAP inh 0, A3G deaminase 1, beta cell repl 1, hIAP inh -12 and APOBEC3A inh 2.
CN(C)CCCNC(=O)CC(c1ccc(F)cc1)c1ccco1 (centres undefined) was read as ATG4B inhibitor -5, MPTP block -0.4, hIAP act 1.1, mIAP activ 0.99, mIAP inh 1, A3G deaminase -3, beta cell repl -1, hIAP inh -10 and APOBEC3A inh -2.
Screening CC(C)NCC(O)c1cc(O)cc(O)c1 (centres undefined) returned ATG4B inhibitor -2, MPTP block 0.3, hIAP act 1, mIAP activ 1, mIAP inh -2, A3G deaminase 0, beta cell repl 2, hIAP inh -2 and APOBEC3A inh 1.
`CC(C)C(=O)Nc1cc2c3c(c1)CCC(=O)N3CCC2` gave ATG4B inhibitor -4, MPTP block 0.9, hIAP act 1, mIAP activ 1, mIAP inh -3, A3G deaminase -3, beta cell repl 1, hIAP inh -2 and APOBEC3A inh -1.
O=C(NCc1ccccc1)C(c1ccc(F)cc1)N(C(=O)c1csnn1)C1CCCC1 (centres undefined) was read as ATG4B inhibitor -6, MPTP block -1.0, hIAP act 0.9, mIAP activ 0.86, mIAP inh 14, A3G deaminase -7, beta cell repl 4, hIAP inh 10 and APOBEC3A inh -4.
Screening CC(=O)NCC(=O)N1CCCC(C(=O)c2ccc(Oc3ccccc3)cc2)C1 (centres undefined) returned ATG4B inhibitor 1, MPTP block -1.1, hIAP act 1, mIAP activ 0.99, mIAP inh 1, A3G deaminase -5, beta cell repl -2, hIAP inh -1 and APOBEC3A inh 0.
For COc1ccc(S(=O)(=O)N2CCC(O)(c3cccnc3)CC2)cc1OC the results were ATG4B inhibitor -1, MPTP block 0.3, hIAP act 0.88, mIAP activ 0.99, mIAP inh 1, A3G deaminase -2, beta cell repl -2, hIAP inh 12 and APOBEC3A inh -1.
For COc1cc(NC(=S)N2CCCC2)cc(OC)c1 the results were ATG4B inhibitor 3, MPTP block -0.7, hIAP act 1, mIAP activ 0.94, mIAP inh 6, A3G deaminase 1, beta cell repl -5, hIAP inh -2 and APOBEC3A inh 1.
`COC(=O)CN(c1ccc2c(c1)OCCO2)S(=O)(=O)c1ccccc1` gave ATG4B inhibitor 8, MPTP block -2.3, hIAP act 1.2, mIAP activ 1.1, mIAP inh -9, A3G deaminase -8, beta cell repl -2, hIAP inh -24 and APOBEC3A inh -5.
COc1ccccc1NC(=O)NCCc1c[nH]c2ccccc12 was read as ATG4B inhibitor -5, MPTP block 1.7, hIAP act 0.96, mIAP activ 1.1, mIAP inh -13, A3G deaminase -3, beta cell repl -3, hIAP inh 4 and APOBEC3A inh 6.
Screening O=C(NCCCn1ccnc1)c1ccc(S(=O)(=O)N2CCCCCC2)cc1 returned ATG4B inhibitor 3, MPTP block -2.7, hIAP act 1.1, mIAP activ 1.2, mIAP inh -16, A3G deaminase -4, beta cell repl -2, hIAP inh -7 and APOBEC3A inh -3.
For Cc1ccc(CNC(=O)c2ccc(N3CCC4(CC3)CC(c3ccccc3)=NO4)c([N+](=O)[O-])c2)cc1 the results were ATG4B inhibitor 2, MPTP block -0.5, hIAP act 0.92, mIAP activ 0.98, mIAP inh 2, A3G deaminase -5, beta cell repl -3, hIAP inh 8 and APOBEC3A inh 1.
S=c1[nH]nc(-c2ccccc2)n1Cc1ccccc1 was read as ATG4B inhibitor -5, MPTP block 4.0, hIAP act 1.1, mIAP activ 0.97, mIAP inh 3, A3G deaminase 32, beta cell repl 0, hIAP inh -15 and APOBEC3A inh -3.
`COc1cc(/C=N/NC(N)=S)ccc1OCC(=O)Nc1ccc(C)c(C)c1` gave ATG4B inhibitor -13, MPTP block -5.7, hIAP act 1.1, mIAP activ 0.91, mIAP inh 9, A3G deaminase 0, beta cell repl -3, hIAP inh -9 and APOBEC3A inh -2.
CC(C)CNC(=O)COC(=O)/C=C/c1ccccc1[N+](=O)[O-] was read as ATG4B inhibitor -5, MPTP block 1.4, hIAP act 0.96, mIAP activ 1.1, mIAP inh -6, A3G deaminase -3, beta cell repl 1, hIAP inh 4 and APOBEC3A inh -2.
Screening O=C(CC1(O)C(=O)N(C/C=C/c2ccccc2)c2ccccc21)c1ccccn1 (centres undefined) returned ATG4B inhibitor -2, MPTP block -1.4, hIAP act 0.95, mIAP activ 1, mIAP inh 0, A3G deaminase -3, beta cell repl -6, hIAP inh 5 and APOBEC3A inh 2.
Screening Cc1cccc(N2CCN(CC(=O)Nc3nccs3)CC2)c1C returned ATG4B inhibitor -17, MPTP block -0.4, hIAP act 1, mIAP activ 1, mIAP inh 0, A3G deaminase -4, beta cell repl 0, hIAP inh -3 and APOBEC3A inh -1.
Screening Cc1cc(NC(=O)CCC(=O)N(CC(=O)NCC2CCCO2)c2ccc(C)c(C)c2)no1 (centres undefined) returned ATG4B inhibitor 9, MPTP block 0.8, hIAP act 0.9, mIAP activ 1.1, mIAP inh -7, A3G deaminase -4, beta cell repl -3, hIAP inh 10 and APOBEC3A inh -5.
Screening Cc1ccc(S(=O)(=O)N(CC#N)CC#N)cc1 returned ATG4B inhibitor 2, MPTP block -0.3, hIAP act 1, mIAP activ 0.95, mIAP inh 5, A3G deaminase -3, beta cell repl -2, hIAP inh 0 and APOBEC3A inh 1.
Screening CCOC(=O)C1=C(CNCc2ccc(F)cc2)NC(=O)NC1c1cccc([N+](=O)[O-])c1 (centres undefined) returned ATG4B inhibitor -5, MPTP block 1.0, hIAP act 1, mIAP activ 1.1, mIAP inh -5, A3G deaminase -3, beta cell repl 0, hIAP inh -4 and APOBEC3A inh -1.
`O=C(Nc1cccc(S(=O)(=O)N2CCOCC2)c1)c1ccc(Cl)c([N+](=O)[O-])c1` gave ATG4B inhibitor -5, MPTP block 2.1, hIAP act 0.96, mIAP activ 0.9, mIAP inh 10, A3G deaminase -4, beta cell repl 3, hIAP inh 4 and APOBEC3A inh 0.
For O=C1CCN(Cc2ccccc2)CCN1[C@H](CSc1ccccc1)c1ccccc1 the results were ATG4B inhibitor -13, MPTP block -0.2, hIAP act 1, mIAP activ 1.1, mIAP inh -8, A3G deaminase -10, beta cell repl 3, hIAP inh -4 and APOBEC3A inh -4.
Screening C[C@@H](C(=O)NCCc1ccccc1F)N1C(=O)N2CCc3c([nH]c4ccccc34)[C@@]2(C)C1=O returned ATG4B inhibitor -8, MPTP block 1.8, hIAP act 0.97, mIAP activ 1, mIAP inh -2, A3G deaminase -11, beta cell repl -2, hIAP inh 3 and APOBEC3A inh -2.
